PglD DTNB: blocks C. jejuni PglD acetyltransferase activity | purified PglD enzyme, DTNB colorimetric CoA detection | inhibition, % at 12.5 µM | 360,000 compounds, 0.098% hits | AID 602405; in the data active = inhibition above about 16%, passing the limit was not always enough; also: strong numbers were not always called active
ERp5 inh: inhibitors of human ERp5; Q15084; ERp5 insulin aggregation, absorbance 650 nm, 90 min; inhibition, % at 9.99 µM; 350,000 compounds, 0.05% hits; AID 651711;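 active = mean replicate inhibition above about 25%, with every replicate also reaching it, limit read from the data, passing the limit was not always enough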
CASP6 VEID inh: caspase-6 (human) enzyme inhibition; P55212; purified caspase-6, Z-VEID-R110 cleavage fluorescence; inhibition, % at 12.5 µM; 350,000 compounds, 0.53% hits;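 active = mean inhibition across replicates at least about 35%, with every replicate also reaching that limit, limit read from the data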;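 also: 0% = median of neutral control wells and 100% = no fluorescence left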
Target sequence (P55212 24-179 limits assumed): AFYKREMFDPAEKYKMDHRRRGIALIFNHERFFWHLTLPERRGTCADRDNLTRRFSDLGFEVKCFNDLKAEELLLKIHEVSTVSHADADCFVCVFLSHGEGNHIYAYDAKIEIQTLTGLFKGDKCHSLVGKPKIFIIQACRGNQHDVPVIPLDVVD
Target sequence (P55212 194-293 limits assumed): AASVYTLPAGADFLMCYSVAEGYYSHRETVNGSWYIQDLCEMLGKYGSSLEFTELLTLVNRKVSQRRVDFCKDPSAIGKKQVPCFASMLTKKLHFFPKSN
ARNT TACC3 PPI: disrupts binding between human ARNT and TACC3; AlphaScreen His-ARNT PAS-B/GST-TACC3 binding, luminescence; TACC3 fragment carries E629A point mutation; inhibition, % at 9.99 µM; 390,000 compounds, 0.66% hits;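 active = mean inhibition of replicates at least 50% and at least half of replicates each reaching 50%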;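 also: 0% = complete ARNT plus TACC3 wells and 100% = ARNT alone without TACC3; many hits fall short of the cut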
RAD52 inh: RAD52 (human) annealing inhibition. recombinant RAD52 DNA annealing, FRET fluorescence. 360,000 compounds, 0.46% hits. P43351. inhibition, % at 18.7 µM. AID 651710;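 active = every replicate showing at least 50% inhibition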
RAD54 inh: inhibitors of human RAD54 branch migration; Q92698; RAD54 Holliday junction branch migration, FAM/BHQ fluorescence; inhibition, % at 10.4 µM; 360,000 compounds, 0.14% hits; AID 602329;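 active = mean normalized replicate activity at least 40 and at least half of replicates scoring 40 or more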;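 also: 0% = median of neutral control wells and 100% = median of positive control wells; inhibitors cause a drop in the FAM fluorescence signal; in these data hits start at about 50%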
E-selectin induc: E-selectin induction on HUVECs; AID 686992; activation, % at 7.58 µM; HUVEC E-selectin immunofluorescence imaging; normalized: neutral wells 0, TNF-alpha wells 100; 260,000 compounds, 0.37% hits;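 active = mean E-selectin-positive cell signal at least 10% of the positive control, reached in at least 60% of replicates, without over 20% cell loss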;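 also: in these data hits start at about 27%; measured in HUVEC primary endothelial cells; signal is the percent of cells scored E-selectin positive by PE staining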
Target sequence (P16581 whole entry, looked up): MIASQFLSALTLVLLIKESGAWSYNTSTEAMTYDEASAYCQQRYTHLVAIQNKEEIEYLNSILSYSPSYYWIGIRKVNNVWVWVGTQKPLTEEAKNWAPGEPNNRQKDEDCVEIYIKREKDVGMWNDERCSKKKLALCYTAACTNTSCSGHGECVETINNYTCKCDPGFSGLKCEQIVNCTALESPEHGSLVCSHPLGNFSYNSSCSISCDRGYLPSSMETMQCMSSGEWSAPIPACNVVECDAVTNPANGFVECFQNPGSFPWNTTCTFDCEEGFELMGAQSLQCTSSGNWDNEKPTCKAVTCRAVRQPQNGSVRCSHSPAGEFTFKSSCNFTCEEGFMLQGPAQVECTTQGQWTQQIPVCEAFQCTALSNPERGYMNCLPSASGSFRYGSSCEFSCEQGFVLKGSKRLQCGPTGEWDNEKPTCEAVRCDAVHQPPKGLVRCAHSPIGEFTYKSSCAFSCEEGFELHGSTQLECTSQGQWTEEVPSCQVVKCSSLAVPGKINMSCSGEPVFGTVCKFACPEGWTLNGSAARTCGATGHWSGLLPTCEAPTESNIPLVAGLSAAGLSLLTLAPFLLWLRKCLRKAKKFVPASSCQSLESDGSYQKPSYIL
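Test system: HUVEC; input: 3,000 HUVEC/well; measured by: immunofluorescence imaging; read-out: % PE-positive cells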
esBAF inh: inhibitors of esBAF chromatin remodeling in mouse ES cells. reporter increase, % at 12.5 µM. 350,000 compounds, 2% hits. Bmi1-luciferase knock-in reporter, 24 h; 100% = twice the neutral-well signal. AID 602393; in the data active = activation above about 40%;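 also: 0% = median of the plate's neutral control wells and 100% = double that signal; a rise in the Bmi1 reporter signal indicates esBAF inhibition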
* marks the source's active call; other numbers are inactive results.

What do the screens show for `CCCNC(=O)Nc1ccc2c(c1)OC[C@@H](C)N(Cc1cncnc1)C[C@H](C)[C@@H](OC)CN(C)C2=O`?
PglD DTNB: 3; ERp5 inh: 5; CASP6 VEID inh: -2; ARNT TACC3 PPI: -3; RAD52 inh: -6; RAD54 inh: -7; E-selectin induc: 0.0; esBAF inh: -1

How did CCOC(=O)CSc1nc2ccccc2c(=O)n1CC1CCCC1 do in these assays?
PglD DTNB: 7; ARNT TACC3 PPI: 0; RAD54 inh: 0; esBAF inh: -10

What do the screens show for `O=C(NN=C1CCCC1)c1ccc(O)cc1`?
PglD DTNB: 1; ERp5 inh: 2; CASP6 VEID inh: -4; ARNT TACC3 PPI: 25; RAD52 inh: -7; RAD54 inh: 1; esBAF inh: 3

Results for CC(C)NS(=O)(=O)c1ccc(OCC(=O)NCc2ccc3c(c2)OCO3)c(Cl)c1 ?
PglD DTNB: -3; ARNT TACC3 PPI: -2; RAD54 inh: 8; esBAF inh: 0

What do the screens show for `COCC(=O)Nc1ccc2c(c1)OC[C@H](C)N(C(=O)NC(C)C)C[C@H](C)[C@H](OC)CN(C)C2=O`?
PglD DTNB: 0; ERp5 inh: -2; CASP6 VEID inh: -2; ARNT TACC3 PPI: 1; RAD52 inh: -5; RAD54 inh: -6; E-selectin induc: -0.1; esBAF inh: -1

What do the screens show for `O=C(O)CSc1nc2ccccc2[nH]1`?
PglD DTNB: 1; ARNT TACC3 PPI: -1; RAD54 inh: -3; esBAF inh: 0

How did Cc1cc(NC(=O)CS(=O)(=O)c2ccc(Cl)cc2)no1 do in these assays?
PglD DTNB: 9; ERp5 inh: 5; CASP6 VEID inh: -3; ARNT TACC3 PPI: 11; RAD52 inh: -4; RAD54 inh: -14; esBAF inh: -6

What do the screens show for `COc1cccc(-n2c(=S)sc3c(=O)n(-c4ccccc4OC)c(=S)[nH]c32)c1`?
ERp5 inh: 5; CASP6 VEID inh: 0; ARNT TACC3 PPI: 5; RAD52 inh: -10

How did C=CCNS(=O)(=O)c1cc(S(=O)(=O)NCC=C)c(OC)cc1OC do in these assays?
ERp5 inh: -2; CASP6 VEID inh: -4; ARNT TACC3 PPI: -8; RAD52 inh: -2

What do the screens show for `Cc1cc(C)c(C)c(S(=O)(=O)N2CCC(C(=O)NCc3ccco3)CC2)c1C`?
PglD DTNB: 2; ERp5 inh: -1; CASP6 VEID inh: 1; ARNT TACC3 PPI: -1; RAD52 inh: -21; RAD54 inh: -1; esBAF inh: 0

What do the screens show for `COCC(=O)N1C[C@@H]2[C@H](c3ccccc31)[C@@H](CO)N2C(=O)c1ccccc1F`?
PglD DTNB: 0; ERp5 inh: 0; CASP6 VEID inh: 1; ARNT TACC3 PPI: 2; RAD52 inh: -7; RAD54 inh: -3; E-selectin induc: 0.4; esBAF inh: -1

How did O=C(N=NC(=O)c1ccc2c(O)n(C3CCCCC3)c(O)c2c1)c1cccnc1 do in these assays?
PglD DTNB: -5; ARNT TACC3 PPI: -1; RAD54 inh: -1; esBAF inh: 3

What do the screens show for `CC(=O)Nc1ccc(C(=O)OCC(=O)Nc2ccc(N3CCOCC3)cc2)cc1`?
PglD DTNB: -1; ERp5 inh: -9; CASP6 VEID inh: 6; ARNT TACC3 PPI: -2; RAD52 inh: -3; RAD54 inh: 4; E-selectin induc: -1.7; esBAF inh: -3

What do the screens show for `CN1CCN(CC(=O)N2c3ccc(S(=O)(=O)NCCNC(=O)OC(C)(C)C)cc3C(=O)Nc3cccnc32)CC1`?
PglD DTNB: -5; ERp5 inh: 2; CASP6 VEID inh: -13; ARNT TACC3 PPI: -5; RAD52 inh: -8; RAD54 inh: 2; E-selectin induc: 0.2; esBAF inh: -11

How did Cc1ccccc1-n1cnnc1SCC(=O)N1CCN(c2ccccc2)CC1 do in these assays?
PglD DTNB: -8; ARNT TACC3 PPI: 16; RAD54 inh: -3; esBAF inh: 2

How did CC(=O)OCC(=O)[C@@]1(O)CC[C@H]2[C@@H]3CCC4=CC(=O)C=C[C@]4(C)[C@H]3[C@@H](O)C[C@@]21C do in these assays?
PglD DTNB: 0; ERp5 inh: 2; CASP6 VEID inh: -3; ARNT TACC3 PPI: -5; RAD52 inh: -15; RAD54 inh: 5; E-selectin induc: -0.1; esBAF inh: -7

Results for Cc1ccc(S(=O)(=O)Nc2ccc3c(c2)CC(=O)N([C@@H](C)CO)C[C@@H](C)[C@@H](CN(C)C(=O)Nc2ccc4c(c2)OCO4)O3)cc1 ?
PglD DTNB: -1; ERp5 inh: -4; CASP6 VEID inh: 3; ARNT TACC3 PPI: -10; RAD52 inh: -7; RAD54 inh: 4; E-selectin induc: 0.0; esBAF inh: 6

Results for COc1ccc(-c2ccc3c(c2)O[C@H](CN(C)C(=O)c2ccccc2F)[C@@H](C)CN([C@@H](C)CO)S3(=O)=O)cc1 ?
PglD DTNB: -5; ERp5 inh: -1; CASP6 VEID inh: -1; ARNT TACC3 PPI: -7; RAD52 inh: 0; RAD54 inh: 10; E-selectin induc: 0.0; esBAF inh: 0

Results for COc1ccc(COc2cccc3ccc(C)nc23)cc1F ?
PglD DTNB: -3; ERp5 inh: -4; CASP6 VEID inh: -3; ARNT TACC3 PPI: 4; RAD52 inh: -17; RAD54 inh: 12; E-selectin induc: 0.1; esBAF inh: 2

Results for Cc1c(NC(=O)c2cc(-c3cccc(Cl)c3)on2)c(=O)n(-c2ccccc2)n1C ?
PglD DTNB: -2; ERp5 inh: 7; CASP6 VEID inh: -3; RAD52 inh: -7; RAD54 inh: 2; esBAF inh: -10

Results for C[C@H](CO)N1C[C@H](C)[C@@H](CN(C)S(=O)(=O)c2ccccc2)Oc2ccc(NS(=O)(=O)c3ccc(Cl)cc3)cc2CC1=O ?
PglD DTNB: -6; ERp5 inh: 1; CASP6 VEID inh: 0; ARNT TACC3 PPI: -2; RAD52 inh: 19; RAD54 inh: 3; E-selectin induc: 1.9; esBAF inh: 3

How did O=C(O)c1nccnc1C(=O)NCCc1c[nH]c2ccccc12 do in these assays?
ERp5 inh: -3; CASP6 VEID inh: -1; ARNT TACC3 PPI: -20; RAD52 inh: 2; E-selectin induc: 0.5; esBAF inh: -2

What do the screens show for `COC(=O)c1ccc(CNC(=O)[C@@H]2CCCN2S(=O)(=O)c2ccccc2F)cc1`?
PglD DTNB: 0; ERp5 inh: -14; CASP6 VEID inh: 2; ARNT TACC3 PPI: 4; RAD52 inh: -15; RAD54 inh: -13; esBAF inh: -10

Results for O=C(C[C@@H]1C[C@H]2c3cc(NC(=O)C4CCC4)ccc3O[C@H]2[C@@H](CO)O1)NCc1ccccc1 ?
PglD DTNB: 2; ERp5 inh: 2; CASP6 VEID inh: -1; ARNT TACC3 PPI: -10; RAD52 inh: -3; RAD54 inh: 7; E-selectin induc: 0.1; esBAF inh: 0

What do the screens show for `CCN(CC)C(=O)C1=C(C)N(CCC2=CCCCC2)C(=O)C(CC(=O)NCCCN(C)C)C1` (centres undefined)?
PglD DTNB: 2; ERp5 inh: 2; CASP6 VEID inh: -6; RAD52 inh: 0; RAD54 inh: -6; esBAF inh: -5

Results for Cc1ccc(C(=O)N/C(=C/c2cccc([N+](=O)[O-])c2)C(=O)NC(C)C)cc1 ?
ERp5 inh: -5; CASP6 VEID inh: 2; ARNT TACC3 PPI: -35; RAD52 inh: -6

What do the screens show for `CCOC(=O)c1cn(CC(=O)Nc2ccccc2C(=O)OCC)nn1`?
PglD DTNB: 7; ARNT TACC3 PPI: -2; RAD54 inh: -4; esBAF inh: -2

How did CC(C)NC(=O)N(C)C[C@@H]1OCc2ccccc2-c2c(n(C)c3ccccc23)C(=O)N([C@H](C)CO)C[C@H]1C do in these assays?
PglD DTNB: 2; ERp5 inh: -1; CASP6 VEID inh: -1; ARNT TACC3 PPI: 8; RAD52 inh: 7; RAD54 inh: 5; E-selectin induc: -0.1; esBAF inh: 10

How did COc1ccc(S(=O)(=O)N2CCC(O)(c3ccc4c(c3)OCO4)CC2)cc1 do in these assays?
ERp5 inh: 1; CASP6 VEID inh: 9; ARNT TACC3 PPI: -5; RAD52 inh: 8

What do the screens show for `Cc1ccc(C)n1-c1nnc(N2CCC(C(=O)N3CCN(C)CC3)CC2)s1`?
PglD DTNB: -3; ERp5 inh: 2; CASP6 VEID inh: -105; RAD52 inh: 56*; RAD54 inh: 0; E-selectin induc: -0.2; esBAF inh: -6

How did CCCN1C[C@@H](C)[C@H](OC)CN(C)C(=O)c2cc(NC(=O)c3ccccc3F)ccc2OC[C@@H]1C do in these assays?
PglD DTNB: -2; ERp5 inh: 1; CASP6 VEID inh: -1; ARNT TACC3 PPI: -4; RAD52 inh: 12; RAD54 inh: 3; E-selectin induc: -0.1; esBAF inh: 2

Results for O=C(O)c1ccc(N2C(=O)c3cccc4c(C(=O)O)ccc(c34)C2=O)cc1 ?
ERp5 inh: 0; CASP6 VEID inh: 53*; ARNT TACC3 PPI: -8; RAD52 inh: -65

Results for COc1ccc(N(CC(=O)NC2CCCC2)C(=O)c2ccc(C)s2)cc1OC ?
PglD DTNB: -4; ERp5 inh: 4; CASP6 VEID inh: 3; ARNT TACC3 PPI: 0; RAD52 inh: -2; RAD54 inh: -6; E-selectin induc: 0.6; esBAF inh: -3

What do the screens show for `C[C@@H]1CN([C@H](C)CO)C(=O)Cc2cc(NS(=O)(=O)c3ccc(Cl)cc3)ccc2O[C@@H]1CN(C)Cc1ccc(Cl)c(Cl)c1`?
PglD DTNB: 0; ERp5 inh: 11; ARNT TACC3 PPI: 1; RAD52 inh: -3; RAD54 inh: -2; E-selectin induc: -0.7; esBAF inh: 8

What do the screens show for `COc1cc2oc3ccc(C#Cc4ccccn4)cc3c(=O)c2cc1OC`?
PglD DTNB: -6; ERp5 inh: 5; CASP6 VEID inh: -3; ARNT TACC3 PPI: -9; RAD52 inh: -19; RAD54 inh: 2; E-selectin induc: -0.1; esBAF inh: 16

Results for Cn1nnc2cc(NC(=O)N3CC4(C)CC3CC(C)(C)C4)ccc21 (centres undefined) ?
PglD DTNB: -2; ERp5 inh: -6; CASP6 VEID inh: 1; ARNT TACC3 PPI: 5; RAD52 inh: 0; RAD54 inh: -5; esBAF inh: -12

How did O=C(NCc1cccs1)C1CCCN(S(=O)(=O)c2cccc3cccnc23)C1 (centres undefined) do in these assays?
PglD DTNB: -4; ERp5 inh: -9; CASP6 VEID inh: 2; ARNT TACC3 PPI: -1; RAD52 inh: -2; RAD54 inh: 1; E-selectin induc: -0.1; esBAF inh: 6

How did COc1ccc(C(=O)NCc2nnc(SCC(=O)N3CCCCCC3)o2)cc1OC do in these assays?
PglD DTNB: -1; ERp5 inh: 2; CASP6 VEID inh: 8; ARNT TACC3 PPI: -4; RAD52 inh: 8; RAD54 inh: 1; E-selectin induc: -0.1; esBAF inh: 6

Results for C/C=C/c1ccc([C@H]2[C@H]3CN(C(=O)Nc4cccc(OC)c4)CC(=O)N3[C@H]2CO)cc1 ?
ERp5 inh: -1; CASP6 VEID inh: 0; RAD52 inh: 6; E-selectin induc: 0.0

Sorted by molecular weight (low to high): some entries from above
How did CC(=O)OCC(=O)[C@@]1(O)CC[C@H]2[C@@H]3CCC4=CC(=O)C=C[C@]4(C)[C@H]3[C@@H](O)C[C@@]21C do in these assays?
PglD DTNB: 0; ERp5 inh: 2; CASP6 VEID inh: -3; ARNT TACC3 PPI: -5; RAD52 inh: -15; RAD54 inh: 5; E-selectin induc: -0.1; esBAF inh: -7

Results for Cc1c(NC(=O)c2cc(-c3cccc(Cl)c3)on2)c(=O)n(-c2ccccc2)n1C ?
PglD DTNB: -2; ERp5 inh: 7; CASP6 VEID inh: -3; RAD52 inh: -7; RAD54 inh: 2; esBAF inh: -10

How did COc1ccc(C(=O)NCc2nnc(SCC(=O)N3CCCCCC3)o2)cc1OC do in these assays?
PglD DTNB: -1; ERp5 inh: 2; CASP6 VEID inh: 8; ARNT TACC3 PPI: -4; RAD52 inh: 8; RAD54 inh: 1; E-selectin induc: -0.1; esBAF inh: 6

Results for COc1ccc(-c2ccc3c(c2)O[C@H](CN(C)C(=O)c2ccccc2F)[C@@H](C)CN([C@@H](C)CO)S3(=O)=O)cc1 ?
PglD DTNB: -5; ERp5 inh: -1; CASP6 VEID inh: -1; ARNT TACC3 PPI: -7; RAD52 inh: 0; RAD54 inh: 10; E-selectin induc: 0.0; esBAF inh: 0

Compound activity: PubChem, Broad Institute

Random draw from the library. About 3.2% of those tested had a hit in this group.
